# High-throughput results (PubChem)
# Nrf2 ARE act = Nrf2 pathway activation; 410,000 tested, 0.31% active; AID 624171; AREc32 ARE-luciferase reporter (MCF7-derived line), luminescence, 24 h; Potency, µM (titrated, usually from 46.1 µM), for the others: at the highest dose activation, hits mostly activators; further: potency means the concentration at half of the fitted maximal effect; % of control where 0% means no effect; nearly all actives have a fitted effect of over 65% in size
#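 Quantitative high-throughput format: AREc32 reporter cells, 1000 per well, received compound by pin transfer and were incubated 24 hr at 37 deg C, 5% CO2, before Steady-Glo luminescence detection.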
# EPAC2 agonist = agonists of human EPAC2 (RAPGEF4); AID 720711; EPAC2 activation, biochemical qHTS; response scale: 100% = 6.5 mM cAMP response; 360,000 tested, 0.079% active; Q8WZA2; Potency, µM (highest dose often 154 µM), for the others: top-dose activation, usual class: activators; further: potency means the concentration at half of the fitted maximal effect; nearly all actives have a fitted effect of over 50% in size
# Target sequence (Q8WZA2 whole entry, looked up): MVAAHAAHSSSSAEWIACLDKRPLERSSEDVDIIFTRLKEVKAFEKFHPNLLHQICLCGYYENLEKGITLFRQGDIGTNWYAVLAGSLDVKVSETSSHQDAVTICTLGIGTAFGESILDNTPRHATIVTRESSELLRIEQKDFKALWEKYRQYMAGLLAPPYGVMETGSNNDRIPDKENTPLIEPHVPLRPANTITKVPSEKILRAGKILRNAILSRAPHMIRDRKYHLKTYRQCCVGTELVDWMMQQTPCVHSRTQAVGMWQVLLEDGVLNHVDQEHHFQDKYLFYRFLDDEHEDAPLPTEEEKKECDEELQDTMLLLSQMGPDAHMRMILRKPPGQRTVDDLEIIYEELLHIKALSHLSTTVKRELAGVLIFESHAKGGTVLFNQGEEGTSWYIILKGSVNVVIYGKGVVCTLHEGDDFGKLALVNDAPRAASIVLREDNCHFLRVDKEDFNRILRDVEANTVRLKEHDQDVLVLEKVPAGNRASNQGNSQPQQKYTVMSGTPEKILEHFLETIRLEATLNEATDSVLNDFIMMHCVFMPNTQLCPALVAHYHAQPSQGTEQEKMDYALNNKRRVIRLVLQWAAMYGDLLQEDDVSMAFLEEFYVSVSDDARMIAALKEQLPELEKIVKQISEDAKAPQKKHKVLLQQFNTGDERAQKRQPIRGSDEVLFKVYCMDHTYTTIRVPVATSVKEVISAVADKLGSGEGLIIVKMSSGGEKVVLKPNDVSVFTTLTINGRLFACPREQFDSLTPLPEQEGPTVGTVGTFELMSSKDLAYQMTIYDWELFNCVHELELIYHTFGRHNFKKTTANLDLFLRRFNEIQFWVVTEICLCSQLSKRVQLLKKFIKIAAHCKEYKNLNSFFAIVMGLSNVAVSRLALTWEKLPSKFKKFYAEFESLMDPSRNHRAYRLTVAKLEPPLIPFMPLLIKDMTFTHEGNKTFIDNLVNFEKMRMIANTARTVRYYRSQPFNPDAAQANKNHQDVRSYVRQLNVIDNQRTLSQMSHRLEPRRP
#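 Nucleotide exchange monitored as fluorescence drop when BODIPY-GDP leaves Rap1B. Reaction: 100 nM EPAC2, 250 nM RAP1B-BODIPY-GDP, 50 uM GDP, room temperature, kinetic read over 30 min. Activity expressed relative to 6.5 mM cAMP.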
# TGFb SMAD3 inh = inhibitors of TGF-b signaling. HepG2 CAGA-GFP TGF-b/SMAD3 reporter, GFP fluorescence, 18 h; TGF-beta stimulated, 500 pg/mL final. Potency, µM (top dose mostly 46.1 µM), inactives show top-dose activity, negative = inhibition, hits mostly inhibitors. 410,000 tested, 1.2% active; further: potency means the concentration at half of the fitted maximal effect; on the % scale 0 is the no-effect control and ±100 the full control effect; nearly all actives have a fitted effect of over 65% in size
#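 HEPG2 CAGA-GFP, 1000 cells/well; 2 h settle, 37 C; cpd via pin tool; TGF-b 500 pg/mL final; 18 h, 37 C; GFP imaging ex488/em500-530; %Activity normalised to -TGF-b and +DMSO controls; CRC fit, curve class.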
# Nrf2 block = inhibitors of Nrf2 signaling; A549 ARE-Fluc reporter, luciferase luminescence, 18-24 h; AID 504444; Potency, µM (doses to about 46 µM), inactives show at the top dose activity change, negative = inhibition, actives largely listed as inhibitors; 360,000 tested, 2.1% active; further: potency means the concentration at half of the fitted maximal effect; on the % scale 0 is the no-effect control and ±100 the full control effect; nearly all actives have a fitted effect of over 60% in size
#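 Nrf2 activity is the BugLite luminescence, read 15 min after reagent at room temperature, following CellTiter-Fluor cytotoxicity readout (30 min, 37C). Compound titrations were applied for 18-24 h to 5000 A549 ARE_Fluc cells/well in 5% FBS OPTI-MEM.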
# A549 viability = kills or reduces viability of A549 cells in Nrf2 counter-screen. A549 ARE-Fluc cells, CellTiter-Fluor viability, 18-24 h. Potency, µM (series often up to 46 µM), for inactives: at the top dose activity change, negative = cytotoxicity, most hits filed as inhibitors. 390,000 tested, 0.16% active; further: potency means the concentration at half of the fitted maximal effect; on the % scale 0 is the no-effect control and ±100 the full control effect
#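 A549 ARE-Fluc cells in 5% FBS OPTI-MEM, 5000 cells/well, rested 2 h then exposed to compounds in concentration-response for 18-24 h at 37 °C. Viability by CellTiter-Fluor fluorescence (Ex 405/Em 525) after 30 min; luciferase luminescence (BugLite, 15 min, RT) read afterwards.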
# ATXN2 expr inh = reduces ATXN2 reporter expression in HEK-293 cells. Potency, µM (series often up to 57 µM), for inactives: at the highest dose activity change, negative = inhibition, usual class: inhibitors. 360,000 tested, 0.72% active. HEK-293 ATXN2-luciferase reporter, luminescence, 24 h; further: potency means the concentration at half of the fitted maximal effect; on the % scale 0 is the no-effect control and ±100 the full control effect; nearly all actives have a fitted effect of over 55% in size
#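 ATXN2-luciferase reporter cells (luciferase flanked by upstream and downstream ATXN2 gene portions) were treated 24 h at 37 °C with compounds at up to 57 uM. SteadyGlo luminescence gave expression; GF-AFC fluorescence gave viability.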
# IL-2 act = IL-2 activation. 360,000 tested, 0.065% active. activation, % (series mostly up to about 46 µM). IL-2 activation reporter assay, cell-based qHTS; stimulated with anti-CD3/CD4/CD28 beads; in transgenic mouse T cells. AID 652025; in the data active means activation above about 50%; inconclusive means mostly about 30% to 49%; further: 0% is about no effect
#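 Unstimulated transgenic mouse T cells preincubated 60 min with compound, then stimulated with anti-CD3/anti-CD4-coated beads plus anti-CD28 for 18 h at 37 degrees C. IL-2 response read as EGFP and DsRed fluorescence by plate cytometry.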
# S2 tox = cell viability loss in ATXN counter-screen. S2 cells (HEK-293 line with an ATXN2-luciferase reporter) viability, CellTiter-Fluor protease fluorescence, 24 h. Potency, µM (series often up to 56.7 µM), usual class: cytotoxic. 400,000 tested, 0.49% active. AID 651635; further: potency means the concentration at half of the fitted maximal effect; nearly all actives have a fitted effect of over 40% in size
# HepG2 viability = HepG2 cytotoxicity, counter-screen for TGF-b inhibitors; HepG2 CAGA-GFP viability, ATP luminescence, 18 h; Potency, µM (titrated, usually from 46.1 µM), for inactives: at the top dose activity change, negative = cytotoxicity, hits mostly cytotoxic; 410,000 tested, 0.76% active; AID 588856; further: potency means the concentration at half of the fitted maximal effect; some results filed as inactive show a strong effect at the top dose
#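 HepG2 CAGA-GFP cells (1000/well, DMEM with 1% FBS) received compound, then TGF-beta at 500 pg/mL final, and were incubated 18 hours at 37 degrees C. Viability was read by CellTiter-Glo luminescence. Media-only wells were set as complete cell-killing and DMSO as no toxicity.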
# * = called active by the depositor; i = inactive; ? = inconclusive; nt = no result given; & = joins results of further samples; [ ] = remark or other dose. Unless noted, the call rests on the fitted dose curve; in most records, active means well fitted curve in the direction sought with a large enough effect; inconclusive means small, poorly fitted or top-dose-only effect, or another doubt; inactive means no such curve, though single readings can be large; an effect the other way counts as inactive or inconclusive.
SMILES,Nrf2 ARE act,EPAC2 agonist,TGFb SMAD3 inh,Nrf2 block,A549 viability,ATXN2 expr inh,IL-2 act,S2 tox,HepG2 viability
CCN(CC)C(=O)C1CCC(CNS(=O)(=O)c2cccc3nsnc23)CC1 (configuration not stated),0.2%,6%,17%,-21%,-2%,4%,-1.0,i,6%
COC(=O)c1cc(NC(=O)C2(S(=O)(=O)c3ccc(C)cc3)CC2)cc(C(=O)OC)c1,-0.1%,-8%,-16%,-12%,0%,-4%,-0.5,i,4%
COc1ccc(CNC(=O)c2cccc(N3CCCS3(=O)=O)c2)cc1OC,-0.9%,nt,3%,2.6µM*,-10%,nt,nt,nt,-10%
CN1C(C(=O)Nc2ncccn2)=C(O)c2ccccc2S1(=O)=O,-0.5%,2%,3%,5%,0%,-2%,1.0,i,12%
COc1ccccc1C(CNC(=O)C(CCSC)NS(=O)(=O)c1ccccc1F)N1CCCC1 (configuration not stated),0.3%,6%,-13%,2%,2%,-16%,-1.0,i,-5%
[N-]=C=C1C(=S)NC(=O)[C@H]([n+]2ccccc2)[C@H]1c1ccc(Cl)cc1,-0.1%,5%,-1%,1%,0%,3%,-2.0,i,-12%
NS(=O)(=O)c1ccc(CCNC(=O)c2nc(SCc3ccccc3F)ncc2Cl)cc1,7.4%,nt,-12%,?,1%,6%,nt,i,-36%
CCOC(=O)c1sc2nc3c(SCC(=O)O)cc(C(=O)c4ccccc4O)cn3c(=O)c2c1C,-0.4%,3%,-2%,-4%,-16%,29%,0.0,?,4%
CC(=O)NC(c1ccccc1)c1nc2ccccc2[nH]1 (configuration not stated),0.1%,8%,-6%,5%,2%,3%,1.3,i,-35%
COc1ccc(C2=C/C(=C/c3cccnc3)C(=O)O2)cc1OC,-0.5%,9%,-6%,2%,2%,-22%,0.0,i,0%
O=C(NCc1ccccc1)[C@@H]1CCCN1C(=O)[C@@H]1CCCN1C(=O)c1cccc2ccccc12,-1.5%,-4%,nt,nt,nt,-3%,-1.0,i,nt
O=C(NCC(c1cccnc1)N1CCOCC1)C(=O)Nc1ccc(Cl)cc1 (configuration not stated),-0.8%,nt,-5%,-3%,6%,-15%,nt,i,2%
Clc1ccc(-n2ncc3c(NCCCn4ccnc4)ncnc32)cc1,2.0%,-5%,?,?,25%,20%,-4.2,i,6%
CC1CCC(NC(=O)c2cccc(S(=O)(=O)N3CCN(C)CC3)c2)CC1 (configuration not stated),0.2%,6%,?,19%,-9%,20%,-5.0,i,10%
COc1c[nH]n(C2CCCCC2)c(=O)c1=O,-0.6%,3%,-19%,nt,-2%,0%,-1.4,22µM*,12%
O=C(CN(CC1CCCO1)C(=O)CNS(=O)(=O)c1ccc(Cl)cc1)NCCc1ccccc1 (configuration not stated),-0.7%,3%,0%,-5%,0%,-13%,-1.6,i,-33%
Cc1cc(O)c(C(c2ccccc2)N2CCN(c3ccccc3F)CC2)c(=O)n1Cc1ccco1 (configuration not stated),0.3%,nt,-3%,nt,2%,nt,nt,nt,0%
CN(CCO)C(=O)c1c(NC(=O)c2ccccc2)sc2c1CCCC2,-0.2%,-3%,-1%,-6%,0%,-2%[11.3 µM],16,i,-1%
CCCCCCc1cc2cc(-c3nnc(-c4ccccc4)o3)c(=O)oc2cc1O,-0.6%,45µM*,53%[activator],-1%,0%,?,13,nt,-30%
O=C(Cn1nc(C(=O)O)c2ccccc2c1=O)Nc1ccc(Cl)c(S(=O)(=O)N2CCOCC2)c1,5.6%,21%,16%,-8%,-9%,2%,-0.2,i,-14%
CCn1c(C)c(C)c2cc(C(=O)NCCN3CCCCCC3)ccc21,0.4%,6%,7%,0%,-2%,-14%,-4.2,i,2%
COc1ccc(NC(=O)Nc2nc(C)cc(C)n2)c(OC)c1,-0.1%,6%,-27%,4%,1%,nt,0.9,i,-22%
CCOc1ccc(/C=C2\SC(=S)N(CC(=O)Nc3ccccn3)C2=O)cc1,-0.6%,8%,-13%,18%,-9%,0%,-3.7,i,1%
O=C(NCC1CCN(c2ccc(S(=O)(=O)N3CCOCC3)cc2)CC1)Nc1ccccc1F,0.4%,2%,12%,-29%,-5%,-5%,-0.7,i,8%
CN1C(=O)C2(CCCCC2)C1c1ccccc1 (configuration not stated),-1.2%,8%,4%,5%,12%,5%,-0.1,i,-1%
CCc1ccc2c(CN(C)Cc3ccc(OC(F)F)c(OC)c3)cc(=O)oc2c1,0.6%,3%,9%,?,0%,-11%,-0.3,i,2%
CCN(c1ccccc1)S(=O)(=O)c1ccc2c(c1)N(C(C)=O)CCO2,-0.1%,-2%,-22%,5%,5%,3%,-2.6,i,0%
O=C(NC(=S)N1CCCCCC1)C1CC1,-0.2%,11%,-11%,13%,-1%,-18%,1.2,i,-6%
CC12CCC(=O)N1C(C(=O)NNC(=O)COc1ccccc1Cl)CS2 (configuration not stated),-1.0%,6%,11%,8%,0%,-6%,-0.3,i,11%
CS(=O)(=O)N(CC(=O)NCC1CCCO1)c1cccc([N+](=O)[O-])c1 (configuration not stated),-0.5%,4%,17%,-3%,-1%,3%,3.6,i,20%
COc1ccc(CCNC(=O)C2CCCN(c3nc(C)cc(C)n3)C2)cc1 (configuration not stated),-0.7%,4%,-15%,-2%,-5%,9%,-1.1,i,-2%
CCc1ccc(/C=C/C(=O)C2C(=O)c3ccccc3C2=O)cc1,1.6%,-7%,0%,?,-30%,?,-1.7,i,-34%
Cc1cc(-c2nc3ncccc3o2)ccc1NC(=O)COc1ccc(C(C)(C)C)cc1,0.6%,nt,1%,?,-4%,5%,nt,i,1%
CCC(CC)C(=O)N1CCc2cc(OC)c(OC)cc2C1COc1ccc(F)cc1 (configuration not stated),5.1%,nt,?,nt,7%,-18%,nt,i,-30%
O=C(CSc1nnc(-c2cccnc2)n1Cc1ccco1)Nc1nc(-c2ccc(F)cc2)cs1,-0.6%,16%,0%,?,-14%,-23%,0.3,i,-43%
C[C@H](CO)N1C[C@H](C)[C@@H](CN(C)Cc2ccc(C(=O)O)cc2)Oc2c(NC(=O)c3ccncc3)cccc2C1=O,0.5%,13%,-2%,2%,1%,-3%,-0.4,i,-5%
CCN1C(=O)N[C@@H](c2cccs2)C(C(C)=O)=C1C,-1.2%,5%,-2%,-10%,4%,1%,-0.2,i,1%
CCCc1nc2ccccc2c(=O)n1/N=C/c1c(C)[nH]n(-c2ccc(C)cc2)c1=O,1.8%,7%,?,nt,?,?,-1.4,i,-89%
CCn1c(=O)c2c(nc3n2CCN3c2ccc(OC)cc2)n(C)c1=O,1.9%,nt,3%,nt,-2%,-11%,nt,i,-5%
CC1(C)C(=O)N(CCN2CCC(C(=O)c3ccc(F)cc3)CC2)c2ccccc21,0.3%,2%,-31%,-2%,-8%,7%&4%,-0.7,i,-48%
COc1ccccc1/C=C/C(=O)OCC(=O)NCCC1=CCCCC1,0.2%,4%,-2%,4%,3%,-12%,-0.3,i,18%
O=C(COC(=O)C1CCC1)NCc1ccc(F)cc1,-0.5%,-7%,15%,-26%,-2%,1%,0.9,i,10%
Cc1cc(C)cc(-n2c(SC(C)C(=O)NCc3ccc4c(c3)OCO4)nc3ccccc3c2=O)c1 (configuration not stated),-0.5%,2%,-2%,-27%,-16%,3%,-0.6,?,9%
Cc1oc(-c2ccc(C(=O)NCc3ccc(N(C)C)cc3)cc2)nc1COc1ccccc1,-0.5%,nt,-19%,15%,2%,2%,nt,i,16%
Cc1ccc(-n2ncc3c2CC(C)(C)CC3NC(=O)CCc2ccncc2)cc1 (configuration not stated),-0.1%,2%,0%,?,-5%,2%,-3.8,i,-44%
COc1ccc(NC(=S)N(CCc2c(C)[nH]c3ccccc23)Cc2cccnc2)cc1,5.3%,?,-8%,6%,4%,-4%,-4.9,i,-32%
O=C(NC1CCOCC1)C1CCC(=O)N(Cc2ccc(Cl)cc2)C1 (configuration not stated),1.7%,-4%,3%,27%,9%,-11%,-1.0,i,40%
COc1ccc2[nH]cc(CCNC(=S)NCCc3ccccc3)c2c1,1.3%,0%,?,-39%,-6%,8%,-0.4,i,-43%
COc1cc(C(=O)NC2Cc3ccccc3C2)ccc1OC1CCN(C(C)=O)CC1,-0.3%,-10%,-19%,1%,-1%,12%,0.5,?,1%
O=C(CSc1ccccc1)Nc1ccc(C(=O)Nc2ccc(O)cc2)cc1,4.2%,-4%,-5%,-18%,-7%,-18%,-0.6,i,-2%
COc1ccc(OC)c(C2CC(=O)Nc3ccc4ccccc4c32)c1 (configuration not stated),8.1%,nt,-28%,?,?,4%,nt,?,-37%
Cc1ccc(NC(=O)COc2cccc(/C=C3\SC(=S)N(CCC(=O)O)C3=O)c2)cc1Cl,4.9%,-8%,-18%,3%,-11%,-4%,0.1,?,-50%

# Molecules listed so far with a thiophene ring, fused or not, in the order listed:
SMILES,Nrf2 ARE act,EPAC2 agonist,TGFb SMAD3 inh,Nrf2 block,A549 viability,ATXN2 expr inh,IL-2 act,S2 tox,HepG2 viability
CCOC(=O)c1sc2nc3c(SCC(=O)O)cc(C(=O)c4ccccc4O)cn3c(=O)c2c1C,-0.4%,3%,-2%,-4%,-16%,29%,0.0,?,4%
CN(CCO)C(=O)c1c(NC(=O)c2ccccc2)sc2c1CCCC2,-0.2%,-3%,-1%,-6%,0%,-2%[11.3 µM],16,i,-1%
CCN1C(=O)N[C@@H](c2cccs2)C(C(C)=O)=C1C,-1.2%,5%,-2%,-10%,4%,1%,-0.2,i,1%
